GPR35 antagonists: GPR35 antagonists blocking zaprinast-driven arrestin recruitment, primary screen, imaging, U2OS, beta-arrestin-GFP, zaprinast agonist (AID 2058) | U2OS GPR35 beta-arrestin-GFP translocation imaging, zaprinast antagonism; higher % means a stronger effect | one-dose inhibition, % at 10 µM; IC50 in µM for titrated hits | actives 0.052% (n = 290,000);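 active means inhibition of at least 50% with at least 30 cells and total cytoplasm GFP at most 10,000,000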
UTI89 phage lysis: protection from phage-mediated lysis, alamar blue read-out – E. coli UTI89, K1F phage, bacterial capsule biogenesis inhibitors (AID 488966). E. coli UTI89 K1F phage lysis, alamar blue, 2 h; higher % means a stronger effect. one-dose inhibition, % at 100 µM; IC50 in µM for titrated hits. actives 0.02% (n = 340,000);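 active means phage lysis inhibition, versus mean bacterial control, above a set limit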;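 further: capsule biogenesis inhibitors block K1F phage lysis so surviving cells raise fluorescence; higher fluorescence means more inhibition of phage lysis; actives were called in the ten point dose series up to 300 µM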
GPR55 beta-arrestin: GPR55 agonists via beta-arrestin recruitment, primary screen, imaging, U2OS cells, beta-arrestin-GFP redistribution (AID 1961) | U2OS GPR55 beta-arrestin-GFP redistribution imaging; higher % means a stronger effect | one-dose activation, % at 10 µM; EC50 in µM for titrated hits | actives 0.048% (n = 290,000);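 active means activation above 40% with more than 50 cells counted in the well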;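 further: U2OS osteosarcoma cells stably expressing GPR55 and beta-arrestin-GFP; plate controls were DMSO negative control for no effect and LPI positive control for full effect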
KOR beta-arrestin-1: kappa opioid receptor activators – cell-based, luminescence, uHTS, primary screen (AID 1777). KOR beta-arrestin recruitment, luminescence; higher % means a stronger effect. activation, % at 10 µM; hits with a dose series show EC50 in µM. actives 0.02% (n = 280,000); in the data active means activation above about 50%, passing the limit was not always enough; further: a part of the inactive calls stands beside numbers as strong as those of hits
KOR beta-arrestin-2: KOR antagonists, beta-arrestin recruitment, cell-based, luminescence, uHTS (AID 1778). KOR beta-arrestin recruitment, luminescence, antagonist mode; higher % means a stronger effect. inhibition, % at 10 µM, or IC50 in µM where a hit was titrated. actives 0.091% (n = 290,000); in the data active means inhibition above about 50%; further: strong numbers were not always called active
GPR55 LPI antagonism: inhibition of LPI-stimulated GPR55 beta-arrestin translocation – imaging, U2OS, beta-arrestin-GFP, LPI agonist, primary screen (AID 2013) | inhibition, % at 10 µM, or IC50 in µM where a hit was titrated | U2OS GPR55 beta-arrestin-GFP translocation imaging, LPI antagonism; higher % means a stronger effect | actives 0.13% (n = 290,000);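 active means spots per cell inhibited over 60%, with over 100 cells counted and total cytoplasm intensity under 500,000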;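 further: U2OS cells stably carrying GPR55 and arrestin-GFP stimulated by 5 µM LPI near EC80; imaged beta-arrestin-GFP aggregate spots per cell after agonist stimulation; plate controls were LPI-stimulated DMSO wells for no effect and DMSO wells without LPI for full effect; some results filed as inactive read as strong as hits; confirmed hits need IC50 under 10 µM and bright autofluorescent wells are also inconclusive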
NOD1 NF-kB reporter: NOD1 signaling inhibitors, primary screen, cell-based, luminescence, uHTS (AID 1578); actives 1% (n = 290,000); NOD1-driven NF-kB luciferase reporter cells, luminescence; higher % means a stronger effect; inhibition, % at 4 µM; hits with a dose series show EC50 in µM; in the data active means inhibition mostly above about 36%, no sharp cut-off; inactive means mostly below about 34%;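 further: HEK-293T reporter cells stimulated with the NOD1 agonist gamma-tri-DAP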
NTR1 ag: agonists of NTR1, primary screen, imaging, U2OS cells, beta-arrestin-GFP, high content (AID 493036); P30989; NTR1-U2OS beta-arrestin-GFP spot imaging, agonist mode; activation, % at 20 µM; actives 0.17% (n = 330,000);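 active means activation at or above 40% of the spot to cytoplasm intensity ratio, with at least 20 cells analyzed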;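 further: 0% = DMSO without peptide and 100% = 100 nM NTR1 peptide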
Target sequence (P30989 whole entry, looked up): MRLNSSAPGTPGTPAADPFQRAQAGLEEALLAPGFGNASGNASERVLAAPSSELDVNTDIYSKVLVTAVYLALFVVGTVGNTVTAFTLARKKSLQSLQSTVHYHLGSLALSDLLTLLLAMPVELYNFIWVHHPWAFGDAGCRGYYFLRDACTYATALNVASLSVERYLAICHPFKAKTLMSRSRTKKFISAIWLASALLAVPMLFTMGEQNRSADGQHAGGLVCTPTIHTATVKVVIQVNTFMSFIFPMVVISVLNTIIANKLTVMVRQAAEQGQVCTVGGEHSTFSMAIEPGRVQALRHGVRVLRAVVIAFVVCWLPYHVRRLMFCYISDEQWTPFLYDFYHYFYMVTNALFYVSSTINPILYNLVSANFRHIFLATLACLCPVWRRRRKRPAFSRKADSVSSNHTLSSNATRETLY
Rac1 GTP hydrolysis: MgcRacGAP GTPase-activating activity inhibitors, confirmation, biochemical, ADP Hunter fluorescence; MgcRacGAP-stimulated Rac1 GTP hydrolysis, ADP Hunter fluorescence; higher % means a stronger effect; GST-tagged Rac1 F28L mutant substrate; inhibition, % at 30 µM; hits with a dose series show IC50 in µM; actives 0.6% (n = 340,000); AID 624330;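 active means first-screen hits whose inhibition reached a set limit at any dose in the follow-up dose series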;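 further: fluorescence reports GDP produced by GAP-driven GTP hydrolysis; strong numbers were not always called active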
NTR1 ag cell count 20 µM: second read-out of NTR1 ag, no call of its own (marks repeat the call); cell count; measured here: cell count, cytotoxicity flag
* = called active by the depositor; i = inactive; · = not tested or not shown; [ ] = dose if it differs, or a comment. Only part of the results is shown; the hit share may differ from the screen's.

SMILES | GPR35 antagonists | UTI89 phage lysis | GPR55 beta-arrestin | KOR beta-arrestin-1 | KOR beta-arrestin-2 | GPR55 LPI antagonism | NOD1 NF-kB reporter | NTR1 ag | NTR1 ag cell count 20 µM | Rac1 GTP hydrolysis
CCOc1ccc(C(=O)N2CCCC(c3nc(-c4ccc(C)o4)no3)C2)cc1 (stereo not drawn) | -6% | 0.0% | -0.2% | 0.1% | 9% | 14% | -4% | 0.7 | 57 | 8%
COC(=O)Cc1c[nH]c2ccc(OCC(O)CNC(C)C)cc12 (stereo not drawn) | 2% | 1.0% | -0.1% | 15% | -13% | 5% | 1% | 2.0 | 56 | 2%
O=C(Nc1nnc(C2CC2)s1)c1ccc(S(=O)(=O)c2ccccc2)cc1 | 8% | 1.4% | -0.2% | -1.6% | -2% | 18% | · | 1.0 | 77 | 1%
COc1cccc(S(=O)(=O)NCc2ccc(C(=O)Nc3ccc(C)cc3)cc2)c1 | -3% | 0.2% | -0.2% | -1.5% | 10% | 0% | -3% | 4.4 | 90 | 6%
O=C(O)CCCN1C(=O)c2ccccc2Sc2ncccc21 | 8% | 1.9%[50 µM] | 0.0% | -4.4% | 12% | 11% | -3% | -1.4 | 75 | 8%
CCOc1cc(C(=O)Nc2c3c(nn2C(C)(C)C)CS(=O)C3)cc(OCC)c1OCC (stereo not drawn) | 7% | i | -0.1% | -5.7% | 22% | 0% | -21% | -0.8 | 43 | 5%
COc1ccc(OC)c(CNc2ccc3c(c2)CCC3)c1 | 3% | -1.2% | 0.6% | -2.1% | 4% | -1% | -31% | -3.1 | 46 | 6%
CN(Cc1ccccc1)C(=O)c1ccc(NC(=O)c2ccccc2)cc1 | -15% | 2.4%[50 µM] | -0.2% | -1.8% | 31% | 10% | -11% | 3.2 | 56 | 7%
CN(Cc1cccnc1)C(=O)CCCc1c[nH]c2ccccc12 | 0% | -0.8% | -0.1% | -0.3% | 3% | -13% | -11% | 1.0 | 64 | 8%
CC(=O)Nc1ccc(S(=O)(=O)NC2C3(C)CCC(C3)C2(C)C)cc1 (stereo not drawn) | 1% | 0.7% | -0.1% | -0.7% | 6%[20 µM] | 0% | -3% | 1.2 | 63 | 6%
COc1ccc(C(=O)Oc2cc(N)n(S(=O)(=O)c3ccc(C)cc3)n2)cc1 | 3% | -1.1% | -0.2% | -2.8% | -4% | -6% | -12% | 2.2 | 55 | 6%
CC(c1ccccc1)N1C(=O)CC(Sc2ncccc2C(=O)O)C1=O (stereo not drawn) | -6% | 0.0% | 0.1% | -4.7% | -15% | 9% | -4% | 1.4 | 53 | 5%
O=C(CSc1n[nH]c(Cc2ccccc2)n1)Nc1ccccc1Br | 9% | -0.3% | -0.1% | -3.1% | -17% | -2% | 10% | -0.9 | 52 | 1%
COCCNC(=O)C(C)Oc1ccccc1 (stereo not drawn) | 4% | 0.6% | 0.3% | -3.8% | -13%[20 µM] | 12% | -14% | 1.0 | 78 | 6%
C/C(CCc1ccc2c(c1)OCO2)=N\NC(=O)c1ccc(C)cc1C | -13% | -1.2% | 1.2% | -1.3% | -13% | 8% | -31% | 0.0 | 45 | 3%
Cc1oc(-c2ccccc2F)nc1CS(=O)(=O)CC(=O)NC(C)CCc1ccccc1 (stereo not drawn) | -5% | -0.1% | 0.3% | 7.7% | -26% | -2% | -9% | 1.2 | 50 | 5%
Cc1ccc(S(=O)(=O)NC(=O)COc2ccccc2C)c(C)c1 | -3% | 0.0% | 0.3% | 9.9% | -27% | 12% | -3% | 0.8 | 63 | 7%
COc1cc(S(=O)(=O)N2CCN(c3ccc(F)cc3)CC2)ccc1Cl | 7% | -0.5% | -0.2% | 2.3% | -18% | 8% | 4% | 0.7 | 75 | 1%
CN(c1ccccc1)S(=O)(=O)c1cccc(NC(=O)CCN2C(=O)C3CCCCC3C2=O)c1 (stereo not drawn) | -5% | 0.7% | 1.0% | -1.3% | 20% | 21% | -21% | -0.9 | 66 | 4%
CC(=O)c1sc(NC(=O)c2ccc(F)c(F)c2)nc1C | -10% | 1.0% | 0.0% | -1.7% | 14% | 0% | -22% | -0.7 | 62 | 3%
CC(C)(C)c1cc(CP(=O)(c2ccccc2)c2ccccc2)cc(C(C)(C)C)c1O | 5% | -1.1% | 0.0% | · | -29%[20 µM] | 6% | 35% | 13 | 72 | -6%
O=C(Nc1ccc(Br)cc1)C1CCN(c2cnccn2)CC1 | 1% | 0.4% | -0.2% | -2.4% | -47% | 7% | -23% | 4.3 | 69 | 6%
CSc1ccc(C(c2c(C(=O)O)[nH]c3ccccc23)c2c(C(=O)O)[nH]c3ccccc23)cc1 | 5% | -2.5% | 1.1% | -5.3% | -92%[20 µM] | -5% | -9% | 3.1 | 85 | -4%
O=C(/C=C/Nc1ccccc1C(=O)O)c1cccs1 | 6% | 1.3%[50 µM] | 0.2% | -5.3% | 13% | -3% | -38% | 0.9 | 77 | 6%
COCCNC(=S)N(CCN(C)C)Cc1cc2cc3c(cc2[nH]c1=O)OCO3 | 5% | 0.1% | 0.2% | 3.4% | -45%[20 µM] | 94% | -27% | 0.1 | 53 | 17%
SMILES | GPR35 antagonists | UTI89 phage lysis | GPR55 beta-arrestin | KOR beta-arrestin-1 | KOR beta-arrestin-2 | GPR55 LPI antagonism | NOD1 NF-kB reporter | NTR1 ag | NTR1 ag cell count 20 µM | Rac1 GTP hydrolysis
CN1C(=O)C(O)(CC(=O)c2ccccn2)c2cc(Br)ccc21 (stereo not drawn) | 4% | 9.4% | -0.2% | -4.4% | -24% | -6% | -16% | 0.2 | 29 | 2%
CC1CCCCN1CCCNC(=O)c1nn(C)c2c1CS(=O)(=O)c1ccccc1-2 (stereo not drawn) | 7% | 0.5% | -0.1% | 5.2% | -54% | -7% | -8% | 2.4 | 55 | 7%
O=[N+]([O-])c1cccc(/C=N/Nc2nnc(-c3ccccc3)c(-c3ccccc3)n2)c1 | 8% | 0.2% | -0.2% | -4.1% | 10% | 17% | -34% | 2.3 | 83 | 6%
CO/N=C/C1CCN(c2ncc(C(F)(F)F)cc2Cl)C1=O (stereo not drawn) | 12% | 0.2% | 0.2% | -1.5% | -7% | 15% | -8% | 0.4 | 74 | 10%
Cc1cccc(C)c1NC(=O)CNC(=O)CCC(=O)c1cccs1 | -2% | 1.7% | -0.2% | 3.2% | -24% | -10% | -16% | 1.4 | 75 | 1%
COc1ccc(CCNc2nc(C)cc(C)c2C#N)cc1OC | -9% | -0.2% | -0.1% | -0.7% | -7% | -3% | -2% | 2.4 | 61 | 8%
C/C(=N/O)c1ccccn1 | 9% | -1.3% | 0.3% | -1.1% | 9% | 10% | -35% | -0.6 | 102 | -9%
CCCOC1CCCN(C(=O)c2cc(COc3cncc(Cl)c3)on2)C1 (stereo not drawn) | 7% | 0.0% | 0.0% | 0.7% | -38% | -10% | -67% | 0.2 | 63 | 2%
Cc1cc(C)cc(OCc2nnc(SCC(=O)N3CCCCC3)o2)c1 | -4% | 0.2% | -0.3% | -2.1% | -10% | -4% | -31% | 0.9 | 38 | 6%
Cc1ccccc1N1CCN(S(=O)(=O)c2cccs2)CC1 | -10% | 0.0% | -0.1% | 18% | -15% | 4% | 29% | 3.3 | 48 | 7%
CCOCCCNC(=O)CCCC1=NS(=O)(=O)c2ccccc2N1 | 15% | 2.3%[50 µM] | -0.2% | -1.0% | -8% | 12% | -11% | 0.1 | 75 | 0%
CC(C)OC(=O)CSc1nc(N)c(C#N)cc1C#N | 57% | 1.6% | -0.1% | -2.1% | 8%[20 µM] | 1% | -35% | 1.1 | 42 | 6%
COc1cc(NC(=O)COc2cc(O)c3c(c2)OC(C)(C)CC3=O)cc(OC)c1 | -19% | 0.3% | 1.6% | -4.0% | -61%[20 µM] | 1% | 22% | -1.3 | 94 | 2%
CCCCn1c(=O)c(C(=O)N/N=C/c2ccc(F)cc2)c(O)c2ccccc21 | -11% | · | -0.1% | · | -17%[20 µM] | -15% | 10% | 0.6 | 76 | ·
CCSC1=NC(=O)/C(=C2/C=Cc3ccccc3N2CC)S1 | 4% | -1.0% | -0.1% | 2.5% | 20% | 6% | -8% | 3.7 | 46 | 1%
C/C(=N\Nc1ccc([N+](=O)[O-])cc1)c1ccco1 | -3% | 0.3% | -0.3% | -0.6% | 13% | 2% | -44% | -0.5 | 94 | 13%
CCOC(=O)c1cc(C(=O)Nc2sc3c(c2C#N)CCCC3)nn1C | 4% | 2.0%[50 µM] | 0.5% | -1.8% | 6% | 1% | 26% | 14 | 61 | 6%
CC(C)OC(=O)Nc1ccc(-c2ccc(NC(=O)OC(C)C)cc2Cl)c(Cl)c1 | 0% | 0.1% | 0.0% | 0.0% | 32% | 14% | -6% | 6.8 | 69 | 5%
Cc1ccc(-n2c(SCc3cn4ccsc4n3)nc3ccccc3c2=O)cc1 | -8% | 0.6% | 0.2% | -2.7% | 12% | 7% | 10% | 7.1 | 31 | 15%
O=C(Nc1ccc2oc(-c3ccccc3F)nc2c1)c1cncc(Br)c1 | -5% | 0.5% | -0.1% | -0.8% | 11% | -11% | -38% | 1.1 | 81 | 4%
O=C(c1cc(COc2ccc(F)cc2Cl)on1)N1C[C@H]2CC[C@H]1C2 | 6% | 0.3% | -0.1% | -2.1% | 5% | -8% | -64% | 0.7 | 62 | -2%
CCOc1ccc(N(CC(=O)N2CCOCC2)S(=O)(=O)c2ccc(F)cc2)cc1 | -5% | -0.4% | -0.1% | -5.6% | -2% | 5% | -46% | 0.3 | 58 | 8%
Cc1cc(C(=O)Nc2ccc(F)cc2C)n(-c2ccccc2)n1 | -4% | 0.2% | -0.3% | 0.8% | 10% | 4% | -7% | 0.1 | 77 | 9%
CCOC(=O)c1sc(=S)n(-c2ccc3c(c2)OCO3)c1N | 4% | 1.5% | 0.2% | 6.5% | -5% | -2% | -9% | 2.7 | 53 | -4%
Cc1ccc(OCc2cc(C(=O)NCc3cc(F)ccc3C)no2)cn1 | -4% | 0.3% | -0.2% | 1.7% | 5% | 13% | -14% | -0.2 | 55 | 8%
COC(=O)c1ccc(NC(=S)NC2CC3CCC2C3)cc1 (stereo not drawn) | 8% | i | -0.2% | 15% | -26% | -5% | -30% | 3.8 | 46 | 3%
Cc1nn(-c2ccccc2)c(N2CCCC2)c1/C=C1\N=C(c2ccccc2)OC1=O | -13% | 0.1% | 0.7% | 8.9% | · | 5% | -26% | 2.1 | 99 | -6%
Cc1ccccc1-n1c(SC(C)C(N)=O)nnc1-c1cccnc1 (stereo not drawn) | 2% | 3.8% | -0.2% | 7.6% | 27% | 2% | 20% | 0.2 | 26 | -2%

High-throughput results (PubChem)
